# AHR activator – activators of human aryl hydrocarbon receptor. AHR-responsive luciferase reporter cells, luminescence. activation, % at 5 µM. P35869. 320,000 tested, 2.5% active; in the data active = activation above about 47%;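 note: 0% = vehicle wells and 100% = reference agonist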
# PAFAH1B2 FP inh – inhibitors of human PAFAH1B2 | recombinant PAFAH1B2, FP-rhodamine activity probe, fluorescence polarization | inhibition, % at 3.39 µM | 340,000 tested, 1.2% active;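 active = inhibition above the mean of all tested compounds plus 3 SD, cut at about 24% in these data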;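 note: 0% = enzyme with DMSO and 100% = wells lacking PAFAH1B2; many of its hits are not listed in these tables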
# Target sequence (P68402 whole entry, looked up): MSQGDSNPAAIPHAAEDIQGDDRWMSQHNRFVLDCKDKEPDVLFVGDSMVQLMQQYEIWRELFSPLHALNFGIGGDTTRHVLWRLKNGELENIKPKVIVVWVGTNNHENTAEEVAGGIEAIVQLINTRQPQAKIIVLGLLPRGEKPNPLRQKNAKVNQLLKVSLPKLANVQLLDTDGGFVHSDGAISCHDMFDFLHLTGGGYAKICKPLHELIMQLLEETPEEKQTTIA
# MCL1 BIM primary – inhibitors of human MCL1 binding to BIM-BH3 peptide | Q07820 | GST-MCL1 / FITC-Bim-BH3 fluorescence polarization | inhibition, % at 10.9 µM | 320,000 tested, 0.68% active;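 active = inhibition above the mean inhibition of all tested compounds plus 3 SD, set per campaign, cut at about 40% in these data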;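 note: 0% = DMSO wells and 100% = unlabeled Bim-BH3 peptide control; higher means more loss of mP so more displacement of Bim peptide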
# Bcl-xL primary – blocks human Bcl-xL binding to Bim BH3 peptide; Q07817; GST-Bcl-xL / FITC-Bim BH3 peptide fluorescence polarization; inhibition, % at 10.9 µM; 320,000 tested, 0.7% active; AID 2129;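 active = inhibition above the mean of all tested compounds plus 3 SD, cutoff set per campaign, cut at about 30% in these data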;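 note: 0% = DMSO wells and 100% = unlabeled Bim-BH3 peptide competitor; inhibitors lower millipolarization by displacing the labeled peptide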
# Target sequence (Q07817 whole entry, looked up): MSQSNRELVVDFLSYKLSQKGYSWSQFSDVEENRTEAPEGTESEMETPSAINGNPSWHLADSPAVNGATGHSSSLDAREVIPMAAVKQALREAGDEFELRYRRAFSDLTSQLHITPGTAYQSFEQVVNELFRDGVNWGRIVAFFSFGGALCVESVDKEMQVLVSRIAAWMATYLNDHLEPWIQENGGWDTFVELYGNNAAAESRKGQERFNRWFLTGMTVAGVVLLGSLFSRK
# MEX-5 binding – C. elegans MEX-5 TCR-2 RNA binding activity | Q9XUB2 | MEX-5/FITC-TCR2 RNA binding, fluorescence polarization; active compounds read low | activity score (negative = inhibition of binding), % at 10 µM | 300,000 tested, 0.38% active | AID 1832;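 active = inhibition past about -25% in most replicates, and total fluorescence under double the plate's negative control median, limit read from the data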;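 note: 0% = DMSO and -100% = 5 µM competing unlabeled TCR2 RNA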
# Target sequence (Q9XUB2 whole entry, looked up): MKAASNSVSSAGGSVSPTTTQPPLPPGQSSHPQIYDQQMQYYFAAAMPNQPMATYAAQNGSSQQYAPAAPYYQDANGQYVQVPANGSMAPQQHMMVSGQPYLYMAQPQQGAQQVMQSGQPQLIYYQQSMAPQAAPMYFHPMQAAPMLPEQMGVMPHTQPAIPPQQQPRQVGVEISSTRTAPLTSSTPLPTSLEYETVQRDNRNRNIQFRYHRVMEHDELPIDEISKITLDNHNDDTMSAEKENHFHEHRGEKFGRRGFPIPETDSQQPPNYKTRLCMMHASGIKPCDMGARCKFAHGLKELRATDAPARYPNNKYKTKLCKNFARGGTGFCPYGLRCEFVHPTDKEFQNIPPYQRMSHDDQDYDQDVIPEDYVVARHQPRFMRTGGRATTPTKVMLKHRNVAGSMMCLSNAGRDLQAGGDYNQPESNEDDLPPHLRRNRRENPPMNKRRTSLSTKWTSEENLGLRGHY
# GLD-1 RNA inh – GLD-1-TGE RNA interaction inhibition (C. elegans). purified GLD-1 + fluorescein TGE RNA, fluorescence polarization. inhibition, % at 5.96 µM. 320,000 tested, 0.44% active;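 active = percent inhibition above a per-plate cutoff, the plate mean of test compounds plus 3 SD, cut at about 30% in these data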;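 note: 0% = DMSO wells with GLD-1 and probe and 100% = wells lacking GLD-1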
# PME-1 primary – PME-1 (human) inhibition | AID 2130 | inhibition, % at 5.9 µM | recombinant PME-1, FP-Rh probe fluorescence polarization | 320,000 tested, 0.53% active | Q9Y570;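 active = inhibition above the campaign mean of all compounds plus 3 SD, cut at about 26% in these data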;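 note: competitive labeling of PME-1 active site by serine hydrolase directed probe; 0% = PME-1 with DMSO and 100% = wells lacking PME-1 enzyme; inhibitors block probe labeling so polarization falls and inhibition rises; many of its hits are not listed in these tables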
# pPAFAH FP inh – pPAFAH (human) enzyme inhibition | Q13093 | recombinant pPAFAH, FP-rhodamine probe fluorescence polarization | inhibition, % at 3.39 µM | 330,000 tested, 1.5% active | AID 463082;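 active = inhibition above the mean inhibition across the screen plus 3 SD, cut at about 25% in these data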;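 note: inhibitors block binding of the rhodamine activity-based probe so polarization drops; 0% = enzyme with DMSO and 100% = wells lacking pPAFAH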
# Fam108B counter – Fam108B inhibition, counter-screen for RBBP9 inhibitors; recombinant Fam108B, FP-Rh probe fluorescence polarization; 300,000 tested, 0.33% active; AID 1947; inhibition, % at 9.51 µM;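 active = inhibition above the screen mean inhibition plus 3 SD, computed separately per campaign, cut at about 18% in these data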;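 note: inhibitors lower polarization as less probe binds the enzyme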
# Numbers without * were called inactive; . = no result given. An excerpt; the hit share may differ from the screen's.
SMILES,AHR activator,PAFAH1B2 FP inh,MCL1 BIM primary,Bcl-xL primary,MEX-5 binding,GLD-1 RNA inh,PME-1 primary,pPAFAH FP inh,Fam108B counter
O=S(=O)(Nc1cc(Cl)ccc1-n1cncn1)c1cc(Br)ccc1Br,13,1,6,4,.,-2,8,3,.
O=C(CN(Cc1cccs1)C(=O)CNS(=O)(=O)c1ccc(F)cc1)NCC1CCCO1 (stereo unspecified),-1,4,6,2,-2.0,-3,6,6,-3
Cc1cc(C)c(C(=O)COC(=O)CCn2c(C)csc2=O)cc1C,4,1,7,1,1.3,-4,2,2,2
Cn1c(=O)c2c(nc(SC3C(=O)CC(C)(C)CC3=O)n2C)n(C)c1=O,-2,0,-5,-2,-0.5,-9,5,3,-4
CCCCOCCCNC(=O)N[C@H](C(=O)OC)C(C)C,3,1,0,5,1.5,-1,-5,0,3
COCCn1nnnc1C(c1ccc(OC)cc1OC)N1CCN(c2ccccc2F)CC1 (stereo unspecified),-5,0,-4,-5,0.0,6,2,-3,-3
COc1ccc(OC)c(NC(=O)C2CCC(CNc3c(N4CCC(C)CC4)c(=O)c3=O)CC2)c1 (stereo unspecified),3,-6,1,6,-3.6,4,-1,3,-2
Cc1cccnc1NC(=O)CNC(=O)C12CC3CC(CC(Cl)(C3)C1)C2,0,10,-2,0,-1.1,3,-5,-3,2
COc1ccc(-c2nnc(SCC(=O)c3[nH]c(C)c(C(C)=O)c3C)o2)cc1,4,-6,-6,-6,.,9,0,-9,-9
COCCn1c(SCC(=O)Nc2cc(C)on2)nc2ccccc21,2,-1,-1,-8,-7.2,2,0,-2,-1
CC(C)C(=O)Nc1ccc(C(=O)NNC(=S)NC(=O)c2ccco2)cc1,-1,1,4,0,0.2,3,5,4,5
CCc1ccc(S(=O)(=O)Nc2cccc(C3OCCCO3)c2)cc1,4,.,7,9,-1.1,6,3,4,2
CCn1c(CC(=O)Nc2ccccc2OC)nnc1SCC(=O)Nc1ccccc1F,2,-1,-5,4,3.5,2,-4,-1,-2
CCOc1ccc(N2C(=O)c3ccc(C(=O)OCc4c(C)noc4C)cc3C2=O)cc1,-4,10,0,7,1.3,-2,3,5,0
Cc1ccc(N2CC(C(=O)Nc3nnc(C(C)C)s3)CC2=O)cc1 (stereo unspecified),2,1,4,6,-0.1,2,1,-3,-4
O=C(CSc1ccccc1)Nc1cccc(S(=O)(=O)N2CCOCC2)c1,-1,7,6,7,.,2,5,0,.
O=C(CSc1nnc(CNc2ccc(F)cc2)n1Cc1ccccc1)N1CCOCC1,-5,2,-4,5,0.1,2,-6,5,-3
Cc1cc(=O)[nH]c(SCC(=O)Nc2cc(S(=O)(=O)N3CCCC3)ccc2Cl)n1,1,3,0,6,0.2,4,14,4,-2
CC(C)n1ncc2c(C(=O)NCC(=O)Nc3ccccc3Br)cc(C3CC3)nc21,-1,8,7,3,.,0,1,0,.
COC(=O)c1cc(NC(=O)C2COc3ccccc3O2)ccc1Cl (stereo unspecified),-1,3,6,6,.,2,-3,0,-4
O=C(NC1(C(=O)NC2CCCCC2)CCCCC1)c1ccccn1,-1,2,0,1,0.0,-3,0,9,-4
CC(=O)c1ccc(NC(=O)C(C)n2nc(-c3ccccc3)c3cc(Cl)ccc32)cc1 (stereo unspecified),0,-4,2,-2,1.8,-4,-2,6,-11
O=C(CN(CCc1ccccc1)C(=O)CNS(=O)(=O)c1ccccc1)NCc1ccco1,-2,7,-3,8,1.2,8,-2,14,0
O=Cc1ccc(Oc2cnccn2)cc1,2,0,6,3,-0.8,1,-6,0,-1
O=C(O)c1ccccc1Nc1cccc(OCc2ccc3ccccc3n2)c1,9,9,6,4,.,1,30*,36*,5
CCOC(=O)N1CCC(NC(=O)CC(NS(=O)(=O)c2ccc(Cl)cc2)c2ccco2)CC1 (stereo unspecified),0,7,3,4,-1.9,-5,6,-1,-4
Cc1nnc2c(NC3CCCCC3)nc3ccccc3n12,4,3,9,7,3.6,-3,3,2,-3
CCN(CC(=O)Nc1ccc(N2CCOCC2)cc1)C(=O)COc1ccccc1OC,4,2,17,11,0.0,7,-8,3,2
COc1ccc(C(=O)O)cc1S(N)(=O)=O,1,-1,2,9,2.0,3,1,-4,-1
Cc1ccccc1N1C(N)=NC(N)=NC1(C)C,1,6,2,5,-4.1,-1,-7,3,-4
COc1ccc([C@H]2CC(=O)C=C(c3ccc(SC)cc3)C2)cc1OC,6,-3,-1,3,.,1,2,1,.
COc1cc2c3c(c1)/C(=C1/SC(NC(C)=O)=NC1=O)C(=O)N3C(C)(C)C=C2C,0,10,22,17,-5.4,-3,5,8,3
O=C(O)c1ccccc1SCc1cn2cc(Cl)ccc2n1,7,3,-1,-1,1.9,-2,0,-1,2
CC(=O)Nc1ccc(S(=O)(=O)N2CCSc3ccccc32)cc1,5,3,.,.,.,8,.,-6,.
CCN(CC)C(=O)c1c(C)nc2ccccn12,2,4,-6,-2,0.2,5,-4,0,-4
O=C(Nc1ccc(N2CCOCC2)c2nonc12)C1CCCC1,3,4,1,3,3.9,5,6,-5,5
Oc1ccc(/C=N\Nc2cc(N3CCOCC3)nc(N3CCOCC3)n2)c(O)c1,-13,4,8,5,-7.7,3,7,8,6
COc1ccc(N(C(=O)C2CCCCC2)C2C=CS(=O)(=O)C2)c(OC)c1 (stereo unspecified),0,2,-1,3,-1.0,0,1,-4,0
CCN(CC)S(=O)(=O)c1ccc(N2CCOCC2)c(NC(=O)c2ccc3ccccc3c2)c1,2,14,2,2,1.3,-1,4,10,-3
Cc1ccc2[nH]c3c(=O)n(N)c(C)nc3c2c1,48*,.,6,4,1.2,3,6,3,-2
O=S(=O)(Nc1cccc2ccccc12)c1ccccc1F,5,0,3,4,2.3,-2,1,3,-1
CC(C)C[C@@H](CO)N1CCN(Cc2ccc(Br)cc2)CCC1=O,4,12,3,-1,-3.0,1,-1,10,1
COc1ccccc1C(=O)NCCC(=O)Nc1ccc(S(=O)(=O)N2CCCC(C)C2)cc1 (stereo unspecified),-3,0,-2,2,.,3,5,0,.
CC(NC(=O)C(C)N1C(=O)C2C3CC(C(Br)C3Br)C2C1=O)c1ccccc1 (stereo unspecified),-2,5,6,5,2.3,-2,4,8,-1
CC1CCN(C(=O)N2c3ccccc3Sc3ccccc32)CC1,-2,9,-2,1,-3.3,4,-4,3,-4
CC(C)c1nnc(NC(=O)CS(=O)(=O)c2ccccc2)s1,5,6,1,1,1.2,-1,-2,0,2
CC(Sc1nc2ccccc2o1)C(=O)O (stereo unspecified),-3,5,2,-2,-3.3,6,0,3,4
Cc1cccc(NC(=O)CN2CCN(C(=O)c3cnn(Cc4ccccc4)c3)CC2)c1C,2,-5,-3,-1,.,3,2,-1,.
O=C(Cc1ccc(F)cc1)Nc1nc(-c2ccc(F)cc2)cs1,-9,4,6,6,-0.4,3,6,6,-2
COc1ccc(C(=O)NC(=O)CSc2nnc(-c3ccco3)n2-c2ccccc2)cc1,3,7,26,4,.,5,-2,-1,2
COc1cc2nc(-c3ccccc3C)oc(=O)c2cc1OC,0,1,7,8,1.8,5,0,1,0
COC(=O)C1=C(C)Nc2nnnn2C1c1ccco1 (stereo unspecified),0,4,5,7,0.5,3,2,3,0
CCc1noc(C)c1C(=O)OCC(=O)Nc1c(F)cccc1F,1,-1,-2,5,-1.6,10,-3,1,-3
NC(=O)c1ccc(NC(=O)C2CCCO2)cc1 (stereo unspecified),6,2,0,0,0.2,1,-8,-3,0
C#CCOCCOCCOCCNc1nc(N2CCN(C(=O)Cn3cc(CCCN=C(N)N)nn3)CC2)nc(N2CCN(C(=O)[C@H](CCCCN)n3cc(CC(C)O)nn3)CC2)n1 (stereo partly specified),-3,1,-5,3,.,3,0,6,3
Cc1ccc(NC(=O)CN2C(=O)NC3(CCCCCC3)C2=O)cc1Cl,3,-1,-21,-5,.,-2,-9,2,.
O=C(NCC(c1ccco1)N1CCN(c2ccc(F)cc2)CC1)C1CCCCC1 (stereo unspecified),11,4,-3,-5,1.1,-10,-4,-6,1
Cc1ccc(CCC(=O)Nc2ccc(C#N)cc2)o1,0,1,26,19,-0.4,6,-5,2,-1
COc1ccc(N(CC(=O)NC2CC3CCC2C3)S(=O)(=O)c2ccc(C)cc2)cc1OC (stereo unspecified),1,0,5,6,-0.8,12,-1,2,-2
CCOCC(=O)Nc1ccccc1C(=O)OCC,-1,0,1,1,0.2,-5,0,-4,0

# Going on with the list:
SMILES,AHR activator,PAFAH1B2 FP inh,MCL1 BIM primary,Bcl-xL primary,MEX-5 binding,GLD-1 RNA inh,PME-1 primary,pPAFAH FP inh,Fam108B counter
Clc1cc2c(nn1)Nc1ccccc1S2,-2,1,7,11,0.9,6,2,1,3
N#CCn1nnc(-c2ccc3c(c2)OCO3)n1,8,5,-3,9,-0.2,-2,4,4,0
CCN(C[C@H]1N[C@@](Cc2ccccc2)(C(=O)OC)[C@H]2C(=O)N(C)C(=O)[C@@H]12)C(=O)c1ccc(C)cc1,-1,6,.,.,.,4,.,-6,.
Cc1cccc(NC(=O)[C@H](Cc2ccccc2)NC(=O)[C@@H]2Cc3ccccc3CN2)c1,4,5,2,7,0.8,-1,6,-1,3
CCn1c(=O)cc(N2CCOCC2)[nH]c1=O,-2,3,-10,2,0.3,0,5,0,-2
O=C(NC(NC(=S)Nc1ccccc1C(=O)O)C(Cl)(Cl)Cl)c1cccc([N+](=O)[O-])c1 (stereo unspecified),7,6,5,-1,1.3,-7,2,-3,-7
CC(C)c1ccccc1OS(N)(=O)=O,1,-5,6,1,-4.6,9,-1,-3,2
CCC(CC)NC(=O)CCc1nc2ccccc2c(=O)[nH]1,5,-2,-6,2,-2.7,6,5,7,0
O=C(O)C1CC=CCC1C(=O)NNS(=O)(=O)c1ccccc1 (stereo unspecified),1,2,8,6,-6.9,-5,-4,-2,-2
COc1cccc(C(=O)Nc2ccc(NC(=O)C(C)(C)C)cn2)c1,-3,5,8,8,-2.4,-5,2,3,1
Cc1ccc(S(=O)(=O)NC(=NC2CCCCC2)c2ccc(Cl)cc2)cc1,-1,1,-3,-3,3.0,8,0,5,-2
COc1ccccc1N1C(=O)c2ccc(C(=O)Nc3ccc(C(=O)O)cc3)cc2C1=O,0,-2,5,-2,0.5,-1,2,1,-2
CCOC(=O)CCN(Cc1ccccc1)S(=O)(=O)c1csc(C(N)=O)c1,0,4,-2,-3,-1.3,-4,2,-2,-2
COc1cc(CN(C)C(C)C(=O)Nc2ccc([N+](=O)[O-])cc2Cl)ccc1OC(F)F (stereo unspecified),1,2,2,1,0.4,3,-3,0,-4
Cc1noc2ncnc(N3CCN(c4ccc(F)cc4)CC3)c12,-4,4,2,3,-2.3,7,-1,3,3
CN(Cc1ccccc1)C(=O)COC(=O)c1ccc(Br)c(S(=O)(=O)N2CCOCC2)c1,0,5,.,.,.,7,.,6,.
COc1cccc(C(=O)N=c2sc3c(C)ccc(OC)c3n2C)c1,29,2,0,4,0.0,1,-1,4,2

# Reformatted: results already given
> CC(=O)Nc1ccc(S(=O)(=O)N2CCSc3ccccc32)cc1
  AHR activator: 5
  PAFAH1B2 FP inh: 3
  MCL1 BIM primary: .
  Bcl-xL primary: .
  MEX-5 binding: .
  GLD-1 RNA inh: 8
  PME-1 primary: .
  pPAFAH FP inh: -6
  Fam108B counter: .
> CCN(CC)C(=O)c1c(C)nc2ccccn12
  AHR activator: 2
  PAFAH1B2 FP inh: 4
  MCL1 BIM primary: -6
  Bcl-xL primary: -2
  MEX-5 binding: 0.2
  GLD-1 RNA inh: 5
  PME-1 primary: -4
  pPAFAH FP inh: 0
  Fam108B counter: -4

# High-throughput results (PubChem BioAssay)
